Scp-1 inhibitor – blocks human Scp-1 phosphatase activity; Q9GZU7; Recombinant Scp1, phosphopeptide, malachite green phosphate absorbance; inhibition, % at 20 µM; 0.88% of 340,000 active; AID 493091;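 active = inhibition above about 50% at 20 µM, limit read from the data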;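 also: plate controls were DMSO wells with enzyme for no effect and wells lacking enzyme for full effect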
Target sequence (Q9GZU7 76-261 limits assumed): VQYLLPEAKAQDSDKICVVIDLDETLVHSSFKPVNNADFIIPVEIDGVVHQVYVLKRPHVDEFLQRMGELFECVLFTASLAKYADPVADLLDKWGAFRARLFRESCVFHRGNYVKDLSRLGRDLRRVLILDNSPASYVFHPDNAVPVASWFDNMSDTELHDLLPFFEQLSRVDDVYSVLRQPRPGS
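Material: truncated SCP-1 phosphatase (76-261aa) / Buffer or medium: 50 mM Tris acetate pH 5.5, 0.005% Tween-20, 10 mM MgCl2 / Compound dosing: one concentration, 20 µM, with 1.0% DMSO / Incubation: 45 min room-temperature reaction, 5 min colour, 30 min stabiliser / Detection: colorimetric free-phosphate detection, absorbance 630 nm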
NadD inh – inhibitors of Staphylococcus aureus NadD | purified NadD enzyme, colorimetric absorbance read-out | AID 602399 | 0.78% of 360,000 active | inhibition, % at 20 µM; in the data active = inhibition above about 26%; also: some compounds past the cut are filed as inactive
DNMT1 block – blocks human DNA methyltransferase DNMT1. DNMT1 molecular beacon, Hinp1I cleavage, fluorescence. 0.83% of 360,000 active. AID 588458. inhibition (reported as % activation of signal), % at 10 µM; in the data active = inhibition above about 50%
NRP1-CendR mod – alters CendR peptide binding to human NRP-1 | 0.85% of 360,000 active | FAM-RPARPAR peptide binding to NRP-1, fluorescence polarization | O14786 | inhibition, % at 25 µM;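 active = inhibition or corrected inhibition above about 18%, plus a signal ratio from 0.5 to 1.5, limit read from the data, passing the limit was not always enough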; also: strong numbers were not always called active
STEP inh – blocks human striatal-enriched tyrosine phosphatase | P54829 | recombinant STEP, OMFP fluorogenic substrate, fluorescence | inhibition, % at 20 µM | 0.25% of 360,000 active | AID 588621;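 active = inhibition at 20 µM, scaled per plate between control wells, above about 37%, limit read from the data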;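 also: 0% = DMSO with enzyme and substrate and 100% = substrate only without enzyme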
Target sequence (P54829 whole entry, looked up): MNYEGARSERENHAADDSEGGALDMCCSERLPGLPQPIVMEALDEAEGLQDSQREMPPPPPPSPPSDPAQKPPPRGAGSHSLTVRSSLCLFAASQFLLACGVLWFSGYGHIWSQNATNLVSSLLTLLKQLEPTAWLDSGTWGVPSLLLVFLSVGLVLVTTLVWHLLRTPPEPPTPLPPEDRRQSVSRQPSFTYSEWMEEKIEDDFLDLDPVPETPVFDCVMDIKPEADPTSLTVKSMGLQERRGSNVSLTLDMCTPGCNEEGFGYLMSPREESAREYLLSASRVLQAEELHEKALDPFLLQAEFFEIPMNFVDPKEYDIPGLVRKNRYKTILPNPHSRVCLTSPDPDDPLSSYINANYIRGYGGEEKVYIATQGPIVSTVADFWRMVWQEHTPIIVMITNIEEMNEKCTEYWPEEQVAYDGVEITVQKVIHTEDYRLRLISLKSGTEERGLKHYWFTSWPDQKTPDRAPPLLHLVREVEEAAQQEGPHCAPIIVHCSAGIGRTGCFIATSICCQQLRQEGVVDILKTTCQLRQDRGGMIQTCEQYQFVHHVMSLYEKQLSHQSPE
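medium = Bis-Tris buffer pH 6.0, 2.5 mM DTT, 0.005% Tween 20 | test system = STEP (striatal-enriched tyrosine phosphatase) enzyme, cell-free | measure = normalized % inhibition | compound dosing = 20 µM, 1% DMSO | also added = 25 µM OMFP | schedule = reaction 20 min, ambient temperature | measured by = fluorescence read at 480 nm ex / 540 nm em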
Rpn11 block – inhibitors of human proteasome Rpn11; human 26S proteasome, Ub4-pepOG fluorescence polarization; 20S core pre-blocked with epoxomicin; O00487; AID 588493; 0.59% of 360,000 active; calls only at 20 µM;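 active = inhibition at 20 µM, scaled to each plate's controls, above about 33%, limit read from the data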
LMPTP inh – blocks human LMPTP phosphatase; P24666; recombinant LMPTP-A, OMFP fluorogenic substrate, fluorescence intensity; inhibition, % at 20 µM; 0.22% of 360,000 active;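 active = compounds that cut the enzyme signal by at least half of the control window in the single-dose screen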;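 also: plate controls were DMSO wells with enzyme plus substrate for no effect and substrate without enzyme for full effect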
Target sequence (P24666 whole entry, looked up): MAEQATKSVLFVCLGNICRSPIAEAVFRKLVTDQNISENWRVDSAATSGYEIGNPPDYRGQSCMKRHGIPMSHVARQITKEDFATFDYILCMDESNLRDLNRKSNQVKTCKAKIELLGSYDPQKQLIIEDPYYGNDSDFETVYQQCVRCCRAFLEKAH
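Test system – LMPTP-A phosphatase enzyme · Quantity – 0.625 nM LMPTP-A final · Reagent – OMFP substrate, 400 µM final · Dosing – one test concentration per compound, 20 µM, with 3% DMSO overall · Timing – 50 min enzyme reaction at room temperature, protected from light · Detection – fluorescence intensity · Controls – substrate-only low control, DMSO enzyme-plus-substrate high control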
SKN-1 block – C. elegans SKN-1 inhibition. C. elegans VP596 Pgst-4::GFP/RFP ratio, acrylamide-induced, 24 h. inhibition, % at 21.8 µM. 0.49% of 360,000 active;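 active = interference check ratio from 0.5 to 1.5 plus GFP to RFP signal ratio inhibition reaching or exceeding a fixed threshold, cut at about 30% in these data, passing the limit was not always enough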; also: some compounds called inactive have numbers as strong as hits
SUMO1 PPI mod – SUMO1-SIM interaction modulation | P63165 | SUMO1 binding to a labelled peptide, TR-FRET, 1 h | inhibition, % at 20 µM | 0.33% of 360,000 active | AID 602429; in the data active = inhibition above about 37%
MT1-MMP act inh – inhibitors of human MT1-MMP activation; P50281; HT1080 RFP-PRO-GFP cells, GFP/RFP ratio fluorescence, overnight; percent of plate control window, DMSO zero; GFP/RFP ratio change, % at 20 µM; 0.061% of 360,000 active; AID 651647;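 active = GFP/RFP ratio change of at least 30% with cell ATP level not reduced by more than half and red fluorescence within 50% of control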; also: strong numbers were not always called active
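Test system: HT1080 cells expressing an RFP-PRO-GFP fluorescent reporter construct / Compound dosing: single-point 20 µM compound, 1% DMSO / Schedule: cells overnight before dosing, compound overnight, 37 °C, 5% CO2 / Evaluation: GFP/RFP fluorescence ratio / Control set: DMSO and RFP-L50D-GFP cell wells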
The depositor's hits bear a star; i = inactive; · = no result given.

Preview (two entries):
item | structure | Scp-1 inhibitor | NadD inh | DNMT1 block | NRP1-CendR mod | STEP inh | Rpn11 block | LMPTP inh | SKN-1 block | SUMO1 PPI mod | MT1-MMP act inh
1 | O=C(Nc1nccs1)c1cccc(S(=O)(=O)N2CCCC2)c1 | -10 | -5 | 1 | -14 | -1 | i | -1.4 | -6 | 6 | -1
2 | CC(C(=O)NC(C)(C)C)N1C(=O)c2cccc3cccc(c23)C1=O (stereo not given) | 1 | 10 | 0 | 4 | 0 | i | -0.4 | 5 | -14 | -4

All compounds of this part, repeating the preview:
item | structure | Scp-1 inhibitor | NadD inh | DNMT1 block | NRP1-CendR mod | STEP inh | Rpn11 block | LMPTP inh | SKN-1 block | SUMO1 PPI mod | MT1-MMP act inh
1 | O=C(Nc1nccs1)c1cccc(S(=O)(=O)N2CCCC2)c1 | -10 | -5 | 1 | -14 | -1 | i | -1.4 | -6 | 6 | -1
2 | CC(C(=O)NC(C)(C)C)N1C(=O)c2cccc3cccc(c23)C1=O (stereo not given) | 1 | 10 | 0 | 4 | 0 | i | -0.4 | 5 | -14 | -4
3 | CCOc1cc(/C=N/NC(=O)c2cc(-c3cccnc3)nc3ccccc23)ccc1O | 1 | 6 | -1 | -1 | 0 | i | -1.1 | -8 | 4 | -4
4 | COc1cc(/C=C/C(=O)O)cc(S(=O)(=O)NCCO)c1OC | -8 | -5 | 0 | -7 | -3 | i | -2.1 | 8 | 2 | 1
5 | Cc1ccccc1/C=C/c1nc2ccccc2c(=O)n1Cc1ccccc1 | 0 | 1 | -2 | -7 | 1 | i | 1.1 | -3 | 3 | 1
6 | O=C(NCc1cn2ccccc2n1)c1ccc(Br)o1 | -20 | -2 | 6 | -4 | 1 | i | -1.4 | -17 | 1 | -3
7 | O=C1CN(c2ccccc2F)C(=O)CN1c1ccccc1F | -1 | 7 | 0 | 6 | 0 | i | -1.8 | 12 | 2 | -3
8 | CC(Oc1ccccc1)c1ccnn1S(C)(=O)=O (stereo not given) | -1 | 2 | 3 | 3 | 1 | i | 0.3 | -2 | -1 | -3
9 | O=C(c1ccccn1)N(c1ccccc1)C1(C(=O)NC2CCCCC2)CCCCC1 | -9 | -3 | -1 | -4 | 0 | i | -2.3 | -2 | -1 | 0
10 | COc1ccc(COc2cc(-c3cccc(OC)c3)nc3ccc(N)cc23)cc1 | 6 | -9 | -38 | -8 | 4 | i | 8.2 | -7 | 1 | 26
11 | COCCCNC(=O)CCCC(=O)NCCCOC | -5 | 0 | 2 | 3 | 0 | i | 0.5 | 4 | 1 | -2
12 | Cc1cc(C(=O)NNc2ccc(F)cc2)no1 | -9 | 0 | -1 | -2 | -1 | i | 0.2 | 3 | 4 | 0
13 | Cc1ccc([N+](=O)[O-])cc1NC(=S)NC(=O)c1ccco1 | -2 | -3 | 1 | -1 | 0 | i | -1.0 | 20 | -3 | -1
14 | Nc1ncc2c(n1)-c1ccoc1CC2 | -9 | -2 | 0 | 5 | 2 | i | 0.7 | 0 | 2 | -5
15 | CC(C)(C)c1nc2c(s1)CCc1onc(-c3ccc(Br)cc3)c1-2 | -12 | 3 | 5 | 6 | 3 | i | 2.9 | 0 | 6 | 5
16 | CCC(=O)Nc1ccc2c(c1)OCCO2 | -8 | -2 | 2 | 8 | 2 | i | -1.9 | 19 | 0 | -1
17 | CCOC(=O)CNS(=O)(=O)c1cc(-c2nnc(Nc3ccc4c(c3)OCO4)c3ccccc23)ccc1C | -5 | 11 | -13 | 7 | 3 | i | 4.8 | 7 | 9 | -8
18 | COc1ccc([N+](=O)[O-])cc1NC(=O)c1cccs1 | -2 | -5 | 0 | -5 | 1 | i | 0.0 | 3 | -12 | -3
19 | O=[N+]([O-])c1ccc(S(=O)(=O)NCCN2CCOCC2)cc1 | -3 | -2 | -1 | 8 | -2 | i | 0.2 | 7 | -24 | 1
20 | O=C(O)C(Cc1ccccc1)N1C(=O)c2ccccc2C1=O (stereo not given) | 2 | 6 | -1 | 13 | -2 | i | -0.3 | 26 | -1 | 0
21 | O=C(O)C1C2C=CC(C2)C1C(=O)NCCCN1CCOCC1 (stereo not given) | 0 | 1 | 3 | 15 | -2 | i | -7.4 | 0 | 0 | 5
22 | CSc1ccc(CN(C)C(=O)C23CC4CC(CC(Cl)(C4)C2)C3)cc1 | -12 | -3 | 0 | 9 | -1 | i | 2.0 | 8 | 32 | 1
23 | CCN1CCN(C(=O)c2ccccc2Nc2ccc(SC(F)F)cc2)CC1 | -4 | -8 | -7 | 7 | -1 | i | -4.2 | 6 | 1 | 0
24 | CCCC1(CCC)NC(=O)N(CC(=O)c2cc(C)n(-c3ccc4c(c3)OCO4)c2C)C1=O | -10 | 5 | -4 | 2 | -2 | i | 1.6 | 5 | 0 | -8
25 | Cc1ccc(OC(=O)COc2ccccc2C)c(-n2nc3ccccc3n2)c1 | -13 | 9 | -4 | -13 | 4 | i | 3.2 | -1 | 33 | 8
26 | CCOC(=O)C1=C(C)N(C[C@@H]2CC[C@@H](Cc3ccc(-c4ccccc4)cc3)O2)C(=O)NC1c1ccc([N+](=O)[O-])cc1 (stereo not given in full) | -9 | 6 | -15 | 7 | 2 | i | 4.4 | 5 | -8 | -10
27 | Cc1cc(CNC(=O)COc2ccc([N+](=O)[O-])cc2)c2ccccc2n1 | -2 | 0 | -2 | -4 | -6 | i | -0.3 | -7 | -12 | 1
28 | Cc1ccc(N2C(=O)C3CCCN3C2=S)cc1C (stereo not given) | -3 | -4 | 5 | 0 | -1 | i | -1.8 | -3 | -5 | -1
29 | CCCCn1nnnc1C(c1ccnc2ccccc12)N1CCN(C/C=C/c2ccccc2)CC1 (stereo not given) | · | -2 | -3 | 2 | 2 | i | -0.4 | 4 | -14 | -1
30 | O=C(O)C1CC(=O)N(Cc2cccnc2)C1 (stereo not given) | -1 | 0 | 9 | -9 | 1 | i | -0.8 | -10 | 2 | -2
31 | CC[C@@H](C)[C@@H]1CN([C@@H](CN2CCC[C@H]2CN2C(N)=NC[C@H]2C(C)C)C(C)C)C(=N)N1CCc1ccc(Cl)c(Cl)c1 | 12 | 5 | 7 | -8 | 1 | i | 5.4 | -4 | -37 | 1
32 | Cc1ccccc1-c1nc(CN2CCC(C(=O)NC3CCN(Cc4ccccc4)CC3)CC2)c(C)o1 | -22 | -5 | 0 | -12 | -4 | i | 0.2 | -4 | -1 | 3
33 | CN1CCc2c(sc3nc(SCC(=O)NCc4ccco4)n(-c4ccccc4)c(=O)c23)C1 | 0 | 13 | -2 | -95 | 2 | · | 20 | -4 | -3 | -15
34 | CSCCC(=O)NC1CCCN(CCc2ccccc2)C1 (stereo not given) | -8 | -4 | 1 | 20 | -2 | i | 0.3 | 11 | 2 | 2
35 | O=C(CSc1nnc(COc2ccc(Cl)cc2)o1)N(c1ccccc1)C1CCS(=O)(=O)C1 (stereo not given) | · | 1 | 1 | -8 | 0 | i | -1.7 | 0 | 8 | -6
36 | CCCOc1ccc(OC(=O)c2ccc(Br)o2)cc1 | 5 | -2 | -3 | -8 | 1 | i | 0.6 | 4 | 1 | 4
37 | O=C(COC(=O)Cc1ccc(F)cc1)NC1CCCCCC1 | -7 | -3 | -1 | -2 | -2 | i | -1.2 | 14 | 5 | 5
38 | CN(CC(=O)Nc1ccccc1Cl)C(=O)COC(=O)c1cnccn1 | 1 | -2 | 0 | -15 | -1 | i | -1.1 | -1 | 0 | 0
39 | CCOC(=O)N1CCN(S(=O)(=O)N2CCCC(C(=O)NCc3ccccc3Cl)C2)CC1 (stereo not given) | -10 | 8 | 2 | 6 | -1 | i | -0.5 | 10 | 1 | 7
40 | CC(C)Oc1ccccc1OCCCCn1cnc2ccccc2c1=O | -21 | -4 | 0 | 6 | -4 | i | -1.1 | -2 | 5 | 1

Four compounds out of the list, ordered by length of the SMILES, falling.
item | structure | Scp-1 inhibitor | NadD inh | DNMT1 block | NRP1-CendR mod | STEP inh | Rpn11 block | LMPTP inh | SKN-1 block | SUMO1 PPI mod | MT1-MMP act inh
38 | CN(CC(=O)Nc1ccccc1Cl)C(=O)COC(=O)c1cnccn1 | 1 | -2 | 0 | -15 | -1 | i | -1.1 | -1 | 0 | 0
37 | O=C(COC(=O)Cc1ccc(F)cc1)NC1CCCCCC1 | -7 | -3 | -1 | -2 | -2 | i | -1.2 | 14 | 5 | 5
36 | CCCOc1ccc(OC(=O)c2ccc(Br)o2)cc1 | 5 | -2 | -3 | -8 | 1 | i | 0.6 | 4 | 1 | 4
34 | CSCCC(=O)NC1CCCN(CCc2ccccc2)C1 (stereo not given) | -8 | -4 | 1 | 20 | -2 | i | 0.3 | 11 | 2 | 2

Retrieved one by one from the entries so far:
item | structure | Scp-1 inhibitor | NadD inh | DNMT1 block | NRP1-CendR mod | STEP inh | Rpn11 block | LMPTP inh | SKN-1 block | SUMO1 PPI mod | MT1-MMP act inh
6 | O=C(NCc1cn2ccccc2n1)c1ccc(Br)o1 | -20 | -2 | 6 | -4 | 1 | i | -1.4 | -17 | 1 | -3
12 | Cc1cc(C(=O)NNc2ccc(F)cc2)no1 | -9 | 0 | -1 | -2 | -1 | i | 0.2 | 3 | 4 | 0
4 | COc1cc(/C=C/C(=O)O)cc(S(=O)(=O)NCCO)c1OC | -8 | -5 | 0 | -7 | -3 | i | -2.1 | 8 | 2 | 1
37 | O=C(COC(=O)Cc1ccc(F)cc1)NC1CCCCCC1 | -7 | -3 | -1 | -2 | -2 | i | -1.2 | 14 | 5 | 5

Screens from PubChem.
